AT treatment – potential ataxia-telangiectasia treatments restoring KAP-1 phosphorylation. […] A-T fibroblasts, KAP-1 phosphorylation AlphaLISA; neocarzinostatin DNA damage 30 min before lysis. Potency, µM (doses to about 57.5 µM), without a hit: at the highest dose activation, actives largely listed as activators. hit rate 0.19% among 320,000. AID 485349; further: potency means the concentration at half of the fitted maximal effect; % of control where 0% means no effect; nearly all actives have a fitted effect of over 45% in size
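hTERT-immortalized A-T patient fibroblasts ([…]), 500 cells/well in OPTI-MEM, 1% FBS, got compounds for 60 min, then NCS for 30 min at 37C. Lysates were then assayed for phospho-KAP-1 by AlphaLISA (anti-pKAP1 donor, anti-KAP1 acceptor beads), 6 hr at 25C.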
TSHR antag – human thyrotropin receptor antagonism. TSHR-expressing cells, TSH-stimulated cAMP HTRF, 2 h; hits give low values. activity change, negative = inhibition, % at 11.5 µM. hit rate 0.2% among 330,000. AID 504810;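 active means activity change below a set negative limit, meaning inhibition stronger than a set level, cut at about -70% in these data; inconclusive means activity change between two set negative limits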; further: on the % scale 0 is the no-effect control and ±100 the full control effect
Target sequence (P16473 whole entry, looked up): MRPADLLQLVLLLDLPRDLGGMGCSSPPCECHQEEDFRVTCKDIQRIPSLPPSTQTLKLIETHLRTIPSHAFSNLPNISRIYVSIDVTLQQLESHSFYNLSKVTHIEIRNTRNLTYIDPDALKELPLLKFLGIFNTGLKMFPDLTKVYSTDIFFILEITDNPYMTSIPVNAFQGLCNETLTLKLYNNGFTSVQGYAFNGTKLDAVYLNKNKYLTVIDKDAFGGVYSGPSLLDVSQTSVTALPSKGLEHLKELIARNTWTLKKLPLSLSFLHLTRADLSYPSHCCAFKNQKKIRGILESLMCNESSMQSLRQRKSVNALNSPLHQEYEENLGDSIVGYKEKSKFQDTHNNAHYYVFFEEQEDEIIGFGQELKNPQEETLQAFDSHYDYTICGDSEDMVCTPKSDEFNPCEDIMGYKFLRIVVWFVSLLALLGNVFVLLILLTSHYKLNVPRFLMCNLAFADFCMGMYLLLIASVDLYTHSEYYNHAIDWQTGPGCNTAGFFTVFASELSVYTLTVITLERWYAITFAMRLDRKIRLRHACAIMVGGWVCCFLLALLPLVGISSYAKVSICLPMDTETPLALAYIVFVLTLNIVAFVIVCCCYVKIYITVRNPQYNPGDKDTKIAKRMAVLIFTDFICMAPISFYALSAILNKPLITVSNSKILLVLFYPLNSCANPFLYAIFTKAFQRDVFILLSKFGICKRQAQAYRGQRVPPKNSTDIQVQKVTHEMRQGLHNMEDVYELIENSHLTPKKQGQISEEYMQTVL
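Inhibition of cAMP made by TSHR-expressing cells under TSH stimulation (4nM final, EC80; 2 h, 37 deg C) is quantified with a one-step lysis HTRF kit, anti-cAMP cryptate versus cAMP-d2.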
TRPV1 agonist – activates the human vanilloid receptor TRPV1; Q8NER1; TRPV1-expressing cells, Fluo-8 calcium influx, agonist mode; activation, % at 8.33 µM; hit rate 0.19% among 320,000; in the data active means activation above about 80%; inconclusive means between about 30% and that limit; further: 0% is about no effect
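Cells expressing TRPV1 were dye-loaded with Fluo-8 and read kinetically: 10 s baseline, 3 min after compound (agonist portion), then 2 min after EC20 capsaicin (allosteric enhancer portion). Calcium-bound dye fluorescence at 480/520 nm.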
Eya2 phos inh – inhibitors of human Eya2 phosphatase activity. recombinant Eya2, OMFP fluorescence dephosphorylation (OMFP is methylfluorescein phosphate). Potency, µM (doses to about 76.9 µM), without a hit: at the highest dose activity, negative = inhibition, actives largely listed as inhibitors. hit rate 0.006% among 330,000; further: potency means the concentration at half of the fitted maximal effect; on the % scale 0 is the no-effect control and ±100 the full control effect
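Eya2 protein (added as 0.2 uM solution) was preincubated with compound for 10 min at ambient temperature in 50 mM HEPES pH 7.5, 50 mM NaCl, 5 uM MgCl2, 0.05% BSA, 1 mM DTT. OMFP (added at 50 uM) then reacted 10 min; fluorescence read at 485/525 nm.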
KCNH2 3.1 block – inhibitors of human KCNH2 3.1 potassium channel isoform | U2OS KCNH2 3.1, thallium flux FluxOr; hits give low values | activity change, % (tested at about 1.8 µM) | hit rate 0.95% among 340,000 | AID 720553;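 active means maximum activity change below -70%; inconclusive means maximum activity change from -70% to -50%; inactive means maximum activity change above -50%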;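 further: thallium influx rate constant from kinetic fluorescence after stimulation buffer; on the % scale 0 is the no-effect control and ±100 the full control effect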
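FluxOr-based Tl+ influx in U2OS cells transduced with KCNH2 3.1 virus; rate constants normalized to DMSO controls.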
Mito fusion yeast – mitochondrial division inhibition or fusion activation | S. cerevisiae fusion-defective mutant growth rescue, CellTiterGlo 48 h | Potency, µM (top dose mostly 46.1 µM), inactives show top-dose growth rescue (activation), most hits filed as activators | hit rate 0.23% among 320,000;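 further: potency means the concentration at half of the fitted maximal effect; % of control where 0% means no effect; nearly all actives have a fitted effect of over 45% in size; temperature-sensitive fusion mutants such as fzo1-1 at 37 °C on non-fermentable ethanol glycerol medium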
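Luminescent cell viability in 1536-well qHTS format served as the measure of rescued growth in ts fusion-mutant S. cerevisiae cultured on non-fermentable YPEG for 48 hours at 37C.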
TCR act – T cell receptor activation | primary human leukocytes, anti-CD3, IL-2 HTRF, 48 h | Potency, µM (titrated, usually from 9.22 µM), for inactives: at the top dose activation of IL-2 secretion, actives largely listed as activators | 330,000 tested, under 10 active; further: % of control where 0% means no effect
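48 hr co-incubation of compounds, a-CD3 beads and primary human leukocytes; IL-2 quantified homogeneously by HTRF with anti-IL-2 K and d2 conjugates.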
USP2a inh – inhibitors of human ubiquitin-specific protease USP2a; USP2 core, Ub-CHOP2 coupled fluorogenic reporter, 485/531; Potency, µM (highest dose often 38.3 µM), for inactives: at the highest dose activity change, negative = inhibition, hits mostly inhibitors; hit rate 0.01% among 330,000; O75604; AID 463254;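 further: potency means the concentration at half of the fitted maximal effect; plate controls were DMSO wells for no effect and full inhibition by NEM control for full effect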
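USP2 core (10nM final) preincubated 30min RT with compound in 20mM Tris-HCl pH 8.0, 2mM CaCl2, 2mM beta-mercaptoethanol, 0.05% CHAPS; 25nM Ub-CHOP2 plus 25nM reporter substrate added, fluorescence (Ex485/Em531) read after 60min.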
KCNH2 WT inh – KCNH2 (human, wildtype) channel inhibition; hit rate 0.37% among 340,000; activity change, % at 1.84 µM; U2OS, BacMam KCNH2, thallium flux FluxOr; hits give low values; Q12809; AID 720551;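 active means maximum activity change below -70%; inconclusive means maximum activity change between -70% and -50%; inactive means maximum activity change above -50%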; further: on the % scale 0 is the no-effect control and ±100 the full control effect
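U2OS cells were transduced with wild-type KCNH2 virus (2.03 x 10^8 / mL) for 4 h at room temperature, then cultured overnight at 37 C. Thallium flux was read with FluxOr dye. Rate constants were normalized to DMSO controls.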
ELG1 repair inh – inhibitors of ELG1-dependent DNA repair in HEK293T cells; hit rate 2.3% among 330,000; AID 504467; Potency, µM (series often up to 46.1 µM), for the others: at the top dose activity change, negative = inhibition, most hits filed as inhibitors; HEK293T ELG1-luciferase reporter, luminescence, 16 h; DNA damage induced by 5-fluorouridine; further: potency means the concentration at half of the fitted maximal effect; on the % scale 0 is the no-effect control and ±100 the full control effect; nearly all actives have a fitted effect of over 55% in size
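HEK293T cells expressing luciferase-tagged ELG1 (2,000/well) received 5-Fluorouridine plus compound or DMSO for 16 hr at 37 °C. Luciferase was read by ONE-Glo luminescence after 30 min at room temperature.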
Active calls of the source: *; ? = inconclusive; . = no result given; [ ] = remark or other dose. Unless noted, the call rests on the fitted dose curve; in most records, active means well fitted curve in the direction sought with a large enough effect; inconclusive means small, poorly fitted or top-dose-only effect, or another doubt; inactive means no such curve, though single readings can be large; an effect the other way counts as inactive or inconclusive. A portion of the library, so the mix of outcomes need not match the whole.

1) CC(C)Cc1nc(Nc2ccc(S(=O)(=O)N3CCCC3)cc2)c2nnn(Cc3ccccc3)c2n1
2) C=CCOc1ccc(Cl)cc1CNC1CCCC1
3) O=C(CCCCC(=O)NCCCc1ccccc1)NCCCc1ccccc1
4) N#C/C(=C1/CCCCCN1)c1nc2ccccc2s1
5) Cc1cc(NC(=S)N(CCCN2CCOCC2)Cc2ccco2)ccc1Cl
6) Cc1ccc(OCCC(=O)OCC(=O)N2CC(=O)Nc3ccccc32)cc1
7) O=C(NCCCN1CCCC1=O)c1sc2ccccc2c1Cl
8) Cc1ccc(N2C(=O)c3cccc4c([N+](=O)[O-])ccc(c34)C2=O)c2cccnc12
screen / no.,1,2,3,4,5,6,7,8
AT treatment,1%,7%,4%,7%,-2%,-4%,7%,-8%
TSHR antag,-16,-4,2,-10,14,8,-16,-36
TRPV1 agonist,10,2,0,?,?,2,3,-2
Eya2 phos inh,-24%,-3%,?,-31%,-7%,-2%,-1%,5%
KCNH2 3.1 block,0,3,12,11,-10,-13,-6,-98*
Mito fusion yeast,5%,-7%,-3%,3%,0%,-2%,-1%,2%
TCR act,2%[46.1 µM],0%,-3%,-30%,2%[46.1 µM],6%,-3%,-8%
USP2a inh,3%,1%,2%,4%,4%,-3%,-1%,10%
KCNH2 WT inh,-1,2,3,21,21,-4,1,-28
ELG1 repair inh,?,-9%,-3%,?,3%,2%,?,-11%

9) C[C@@H]1CN(C(=O)c2ccc(OC3CCN(S(=O)(=O)N(C)C)CC3)cc2)C[C@H](C)O1
10) CCc1nnc(NC(=O)C2CCN(c3cnccn3)CC2)s1
11) CCOC(=O)c1cnc2ccc(Br)cc2c1NCCCN1CCOCC1
12) Brc1ccc(N/N=C(/N=Nc2nn[nH]n2)c2ccccc2)cc1
13) CC(C)(C)N1CC(c2nc3ccccc3n2Cc2ccc(Cl)cc2)CC1=O (stereo not drawn)
14) O=C1CCC/C(=N/NC(=O)c2ccc(CN3c4cccc5cccc(c45)S3(=O)=O)cc2)C1
15) CCn1c(=O)cc(OCC(=O)NCC2CCCO2)c2ccccc21 (stereo not drawn)
16) CN(C)CC(C)(C)CNC(=S)Nc1cc(S(=O)(=O)N2CCOCC2)ccc1Cl
screen / no.,9,10,11,12,13,14,15,16
AT treatment,7%,4%,-1%,-1%,3%,6%,.,3%
TSHR antag,0,-12,3,-3,-10,-2,-8,-2
TRPV1 agonist,-6,0,9,?,27,-2,1,-2
Eya2 phos inh,-2%,-7%,1%,3%,4%,-5%,-15%,-6%
KCNH2 3.1 block,0,0,-4,-13,-16,-23,9,14
Mito fusion yeast,-3%,1%,-5%,0%,10%,-3%,0%,-6%
TCR act,4%,2%,-7%,9%,-17%,5%[46.1 µM],2%,22%
USP2a inh,0%,6%,0%,-17%,2%,-2%,4%,-1%
KCNH2 WT inh,1,-4,4,0,43,9,3,19
ELG1 repair inh,?,-10%,-18%,?,-26%,?,?,5%

17) COc1ccccc1C1CCN(Cc2c(C)[nH]c3ccccc23)CC1
18) CN(CC(=O)Nc1ccccc1Cl)C(=O)COC(=O)C1CCN(c2ccc(C(F)(F)F)cn2)CC1
19) c1ccc2c(c1)[nH]c1c(N3CCN(C4CCCCC4)CC3)ncnc12
20) Cc1[nH]nc(N)c1N=Nc1ccc(Br)cc1
21) COc1ccc(C)cc1Nc1n[n+](-c2ccccc2)c(-c2ccc(NC(C)=O)cc2)s1
22) CCC(=O)OCC(=O)N=c1sccn1Cc1ccc(C)cc1
23) CC/C(C)=N/NS(=O)(=O)c1ccc(C)c([N+](=O)[O-])c1
24) CC1CCCCC1NC(=O)CSc1nnc(CNC(=O)c2ccccc2)n1C (stereo not drawn)
screen / no.,17,18,19,20,21,22,23,24
AT treatment,-3%,0%,2%,3%,-7%,16%,-27%,0%
TSHR antag,13,5,-10,-11,3,10,4,1
TRPV1 agonist,.,-3,3,3,3,2,-1,0
Eya2 phos inh,4%,-21%,4%,-15%,9%,10%,-12%,0%
KCNH2 3.1 block,-11,-6,-2,.,-9,-23,-7,5
Mito fusion yeast,-9%,5%,-1%,22%,-1%,-1%,-3%,4%
TCR act,3%,-4%,-3%,.,3%,-4%,5%,5%
USP2a inh,-1%,-4%,1%,0%,1%,-1%,-1%,2%
KCNH2 WT inh,2,6,-7,.,5,7,0,-5
ELG1 repair inh,-23%,11%,-10%,21%,-3%,0%,-1%,1%

25) CCOC(=O)N1CCN(C(=O)CSc2nnc(-c3cccc(OC)c3)o2)CC1
26) COc1ccc(Nc2ncnc3c2cnn3-c2ccccc2)cc1OC
27) CS(=O)(=O)Nc1ccc(N2CCN(c3ccc(C(F)(F)F)cn3)CC2)nc1
28) COc1ccc(CCNC(=O)c2cc(=O)c3cc(C)ccc3o2)cc1OC
29) C/C(=N\Nc1ccc(Cl)c(Cl)c1)c1ccc(-n2ccnc2)cc1
30) CCn1c(SCC(=O)NC2CC2)nnc1-c1ccc(C)cc1
31) CN(C)CCOCCOc1ccccc1-c1ccccc1
32) O=C(NC(=S)Nc1ccccc1OC(F)F)c1ccc2c(c1)OCO2
screen / no.,25,26,27,28,29,30,31,32
AT treatment,-4%,-4%,-2%,29%,6%,2%,3%,8%
TSHR antag,-4,0,0,-11,0,-8,24,.
TRPV1 agonist,3,-5,0,4,4,1,6,.
Eya2 phos inh,19%,8%,-6%,-6%,2%,-3%,-12%,-7%
KCNH2 3.1 block,0,11,-19,15,-37,-16,-36,11
Mito fusion yeast,-4%,-6%,-1%,14%,?,-3%,7%,.
TCR act,4%,1%[46.1 µM],-4%,1%,1%[46.1 µM],-3%,0%,-2%
USP2a inh,-1%,0%,2%,2%,-1%,1%,-9%,6%
KCNH2 WT inh,0,0,5,-3,9,-4,5,-1
ELG1 repair inh,-27%,?,?,?,16%,-12%,1%,?

Reformatted with tabs: part of the list above.
No.	canonical_smiles	AT treatment	TSHR antag	TRPV1 agonist	Eya2 phos inh	KCNH2 3.1 block	Mito fusion yeast	TCR act	USP2a inh	KCNH2 WT inh	ELG1 repair inh
3	O=C(CCCCC(=O)NCCCc1ccccc1)NCCCc1ccccc1	4%	2	0	?	12	-3%	-3%	2%	3	-3%
4	N#C/C(=C1/CCCCCN1)c1nc2ccccc2s1	7%	-10	?	-31%	11	3%	-30%	4%	21	?
5	Cc1cc(NC(=S)N(CCCN2CCOCC2)Cc2ccco2)ccc1Cl	-2%	14	?	-7%	-10	0%	2%[46.1 µM]	4%	21	3%
6	Cc1ccc(OCCC(=O)OCC(=O)N2CC(=O)Nc3ccccc32)cc1	-4%	8	2	-2%	-13	-2%	6%	-3%	-4	2%
7	O=C(NCCCN1CCCC1=O)c1sc2ccccc2c1Cl	7%	-16	3	-1%	-6	-1%	-3%	-1%	1	?

Other records.
33) OCCCNc1nc(-c2ccc(Cl)cc2)nnc1-c1ccccc1
34) O=C(CSc1nnc(C2COc3ccccc3O2)o1)NC1CCCCC1 (stereo not drawn)
35) O=C(O)C1CC1c1ccc(Br)cc1 (stereo not drawn)
36) NC(=O)COC(=O)c1cccnc1Nc1ccccc1F
37) CCN(C(=O)CCC(=O)N(CC)c1ccccc1)c1ccccc1
38) CC(C)(C)c1n[nH]c(=S)n(N)c1=O
39) Nc1ncnc(Nc2cccc(C(F)(F)F)c2)n1
40) C=CCn1c(SCC(=O)Nc2c(C)n(C)n(-c3ccccc3)c2=O)nc2scc(-c3ccccc3)c2c1=O
screen / no.,33,34,35,36,37,38,39,40
AT treatment,-7%,-5%,2%,4%,0%,9%,-5%,-1%
TSHR antag,8,-8,1,-4,3,-4,16,-3
TRPV1 agonist,5,12,2,9,5,-2,22,-2
Eya2 phos inh,-18%,-8%,26%,10%,6%,11%,2%,-27%
KCNH2 3.1 block,4,18,4,-72*,-7,7,-10,-7
Mito fusion yeast,16%,2%,5%,-4%,17%,2%,1%,0%
TCR act,-3%[46.1 µM],-1%,-2%,-15%,1%[46.1 µM],-4%,6%,.
USP2a inh,0%,-1%,0%,-1%,-1%,-2%,3%,0%
KCNH2 WT inh,-2,3,-10,6,2,25,-4,14
ELG1 repair inh,-2%,?,-1%,?,-3%,-8%,-6%,23µM*

41) COc1ccccc1Oc1nnnn1-c1ccc(C(N)=O)cc1
42) CCOC(=O)c1ccccc1NC(=O)COC(=O)CCNS(=O)(=O)c1ccc(C)c(C)c1
43) Cc1ccc(N(CC(=O)NCC2CCCO2)S(=O)(=O)c2ccc(Cl)cc2)cc1C (stereo not drawn)
44) CCn1c(O)c(C=Nc2ccccc2)sc1=S
screen / no.,41,42,43,44
AT treatment,0%,1%,11%,-3%
TSHR antag,1,0,5,5
TRPV1 agonist,-2,7,?,20
Eya2 phos inh,11%,-10%,-4%,3%
KCNH2 3.1 block,-85*,-10,2,0
Mito fusion yeast,5%,9%,4%,-5%
TCR act,-18%,6%,0%,-5%
USP2a inh,-1%,-1%,0%,-1%
KCNH2 WT inh,-22,-6,0,6
ELG1 repair inh,-1%,19%,-1%,?

Bioassay records (PubChem BioAssay)
